# Screening results: PubChem, The Scripps Research Institute Molecular Screening Center
# PME-1 primary: blocks human protein phosphatase methylesterase 1; recombinant PME-1, FP-Rh probe fluorescence polarization; inhibition, % at 5.9 µM; Q9Y570; 0.53% of 320,000 active;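 active = inhibition above the campaign mean of all compounds plus 3 SD, cut at about 26% in these data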;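 also: competitive labeling of PME-1 active site by serine hydrolase directed probe; 0% = PME-1 with DMSO and 100% = wells lacking PME-1 enzyme; inhibitors block probe labeling so polarization falls and inhibition rises; many of its hits are not listed in these tables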
# pPAFAH inh: inhibitors of human plasma PAF acetylhydrolase (pPAFAH). 1.5% of 330,000 active. recombinant pPAFAH, FP-rhodamine probe fluorescence polarization. inhibition, % at 3.39 µM. Q13093;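 active = inhibition above the mean inhibition across the screen plus 3 SD, cut at about 25% in these data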;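 also: inhibitors block binding of the rhodamine activity-based probe so polarization drops; 0% = enzyme with DMSO and 100% = wells lacking pPAFAH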
# LYPLA2 counter: counter-screen for PME1 inhibitors: inhibitors of human LYPLA2; recombinant LYPLA2, FP-Rh probe fluorescence polarization; inhibition, % at 5.9 µM; 0.38% of 320,000 active; AID 2177;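 active = inhibition above the screen-wide mean plus 3 SD, limit set per campaign, cut at about 26% in these data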;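 also: 0% = LYPLA2 with DMSO and 100% = wells lacking LYPLA2 enzyme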
# PAFAH2 FP inh: PAFAH2 (human) inhibition | Q99487 | recombinant PAFAH2, FP-rhodamine activity probe, fluorescence polarization | inhibition, % at 3.39 µM | 0.99% of 340,000 active;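 active = inhibition above the mean over all tested compounds plus 3 SD, cut at about 30% in these data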;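 also: inhibitors block probe labeling of enzyme so polarization drops; 0% = enzyme with DMSO and 100% = wells lacking PAFAH2 protein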
# GSTO1 counter: blocks human GSTO1 in RBBP9 counter-screen. P78417. recombinant GSTO1, activity-based probe fluorescence polarization. inhibition, % at 5.96 µM. 1.1% of 300,000 active;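 active = inhibition above the campaign mean inhibition plus 3 SD, cut at about 35% in these data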;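 also: 0% = GSTO1-1 with DMSO and 100% = wells lacking GSTO1-1 enzyme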
# PAFAH1B2 FP inh: blocks human PAF acetylhydrolase 1b catalytic subunit 2; inhibition, % at 3.39 µM; recombinant PAFAH1B2, FP-rhodamine activity probe, fluorescence polarization; P68402; 1.2% of 340,000 active; AID 492953;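 active = inhibition above the mean of all tested compounds plus 3 SD, cut at about 24% in these data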;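 also: 0% = enzyme with DMSO and 100% = wells lacking PAFAH1B2; many of its hits are not listed in these tables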
# LYPLA1 inh: blocks human lysophospholipase 1, a PME1 counter-screen | recombinant LYPLA1, FP-Rh probe fluorescence polarization | inhibition, % at 5.9 µM | 0.16% of 320,000 active;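 active = inhibition above the mean of all tested compounds plus 3 SD, set per campaign, cut at about 14% in these data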;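 also: inhibitors block serine hydrolase probe labeling of LYPLA1 so polarization falls; 0% = enzyme with DMSO and 100% = wells lacking LYPLA1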
# PAFAH1B3 FP inh: inhibitors of human PAFAH1B3; Q15102; recombinant PAFAH1B3, FP-rhodamine probe, fluorescence polarization; inhibition, % at 3.39 µM; 0.28% of 340,000 active;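 active = inhibition above the screen-wide average of all tested compounds plus 3 SD, cut at about 25% in these data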;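 also: 0% = enzyme with DMSO only and 100% = wells lacking PAFAH1B3 protein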
# Target sequence (Q15102 whole entry, looked up): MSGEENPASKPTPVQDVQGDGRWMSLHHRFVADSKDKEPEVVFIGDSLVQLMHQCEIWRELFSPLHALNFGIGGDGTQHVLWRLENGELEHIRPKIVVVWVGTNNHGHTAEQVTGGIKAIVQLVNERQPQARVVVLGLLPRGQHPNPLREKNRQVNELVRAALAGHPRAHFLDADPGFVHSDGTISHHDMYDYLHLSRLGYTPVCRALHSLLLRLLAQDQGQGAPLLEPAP
# PAD4 FP inh: PAD4 (human) enzyme inhibition; inhibition, % at 6.36 µM; recombinant PAD4, RCA probe fluorescence polarization; 0.41% of 330,000 active;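 active = percent inhibition above a cutoff equal to the mean of all tested compounds plus 3 SD, cut at about 15% in these data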;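 also: 0% = PAD4 with RCA probe and DMSO and 100% = probe without PAD4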
# Target sequence (Q9UM07 whole entry, looked up): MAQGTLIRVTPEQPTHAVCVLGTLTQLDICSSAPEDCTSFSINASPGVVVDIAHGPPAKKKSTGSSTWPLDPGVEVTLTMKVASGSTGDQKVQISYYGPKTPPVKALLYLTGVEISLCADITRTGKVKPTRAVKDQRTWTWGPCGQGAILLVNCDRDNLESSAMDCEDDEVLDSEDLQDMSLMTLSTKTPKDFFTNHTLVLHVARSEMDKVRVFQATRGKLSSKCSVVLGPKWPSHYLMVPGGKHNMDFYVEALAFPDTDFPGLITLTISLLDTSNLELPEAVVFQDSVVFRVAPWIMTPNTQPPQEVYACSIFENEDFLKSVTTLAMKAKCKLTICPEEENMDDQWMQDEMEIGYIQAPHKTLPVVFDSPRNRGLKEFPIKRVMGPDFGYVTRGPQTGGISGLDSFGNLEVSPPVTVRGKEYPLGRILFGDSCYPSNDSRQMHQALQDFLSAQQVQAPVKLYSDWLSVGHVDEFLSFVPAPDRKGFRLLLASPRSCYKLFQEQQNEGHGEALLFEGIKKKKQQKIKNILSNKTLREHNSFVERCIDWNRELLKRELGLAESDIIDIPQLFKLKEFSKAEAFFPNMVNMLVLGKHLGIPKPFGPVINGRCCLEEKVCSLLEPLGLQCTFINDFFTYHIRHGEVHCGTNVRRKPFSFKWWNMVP
# Starred values were filed as active, the others as inactive; . = not tested or not shown. This is a subset (hit frequency here may not be typical).
SMILES,PME-1 primary,pPAFAH inh,LYPLA2 counter,PAFAH2 FP inh,GSTO1 counter,PAFAH1B2 FP inh,LYPLA1 inh,PAFAH1B3 FP inh,PAD4 FP inh
Cc1ccc(C(C(=O)NC2CCCC2)N(C(=O)Cc2cccs2)c2ccc3c(c2)OCCO3)cc1 (stereo not given),-1,7,10,-3,2,0,0,-3,-3
NCCc1nnc(SCc2c(Cl)cccc2Cl)o1,0,4,7,3,5,3,3,10,1
O=C(O)c1ccc(CNCc2ccccc2Cl)cc1,-8,-4,-4,0,-7,4,-1,1,-4
Cc1ccc(S(=O)(=O)Nc2cccc(C(=O)NCC3CCCO3)c2)cc1F (stereo not given),-4,3,3,4,-2,7,-2,1,-3
CCCC(=O)NCCCCNC(=O)CCC,6,7,4,2,3,2,6,1,4
O=C(O)/C=C/c1cn(-c2ccccc2)nc1-c1cccs1,-2,-4,1,4,-10,4,4,1,-6
COc1ccc(N(C)S(=O)(=O)c2cccc(C(=O)NCc3ccc(C)cc3)c2)cc1,-2,8,1,1,.,8,-4,5,4
c1ccn2c(CNc3ncnc4sccc34)nnc2c1,-5,3,-2,0,6,6,-3,10,0
Cc1ncccc1C(=O)N1CCCC(CCC(=O)N2CCN(c3ccccn3)CC2)C1 (stereo not given),-4,1,9,12,4,1,4,0,-2
CCn1c(NCc2ccc(OC)cc2)nc2ccccc21,-7,0,2,6,-3,0,-2,3,-5
O=C(Cn1c(COc2ccccc2)nc2ccccc21)Nc1cc(Cl)cc(Cl)c1,-5,0,-3,5,0,2,-1,2,-1
CC(=O)c1ccc2c(c1)CC(C)C(=O)N2C (stereo not given),2,2,4,1,-4,1,6,4,-1
Nc1cc(S(=O)(=O)Nc2ccccc2Cl)ccc1N1CCCC1,2,4,2,3,-1,4,0,5,1
CC(=O)Nc1ccc2nc(NC(=O)COc3ccccc3C)sc2c1,-4,3,0,6,-5,6,-4,4,1
O=C(NC(Cc1ccccc1)C(=O)O)/C(=C/c1ccccc1)NC(=O)c1cccc(Br)c1 (stereo not given),3,-6,-1,4,2,-2,-2,4,-2
Nc1nc(C2CCOCC2)cs1,3,4,-3,9,12,8,-1,6,-1
Cc1cccc(-c2oc3ccc(-c4ccc5c(c4)OCO5)cc3c2-c2ccc(OC3CCCCO3)cc2)c1 (stereo not given),3,-1,-2,-3,-2,-5,-1,-2,-2
CCOC(=O)N1CCN(CC(=O)Nc2nc3ccccc3s2)CC1,-5,4,1,5,4,0,1,-2,3
CC(C(=O)O)N(c1ccccc1Cl)S(C)(=O)=O (stereo not given),-5,3,-4,4,3,4,-3,12,3
CN(C)CCCNC(=S)N(CCN(C)C)Cc1cc2cc3c(cc2[nH]c1=O)OCCO3,7,5,-4,-12,0,1,1,8,-2
CCOc1ccc(-c2c(=O)n(OCC)c3ccccc3[n+]2[O-])cc1,2,7,9,0,10,7,0,5,0
O=S(=O)(CCc1nc2ccccc2o1)c1ccc2ccccc2c1,1,7,-4,3,1,11,0,3,-6
N=c1n(CC(=O)c2ccc([N+](=O)[O-])cc2)c2ccccc2n1Cc1ccccc1,1,5,-1,-5,2,-3,-3,-4,-1
COc1cc(C(=S)N2CCOCC2)ccc1OC(=O)c1cc([N+](=O)[O-])c(C)c([N+](=O)[O-])c1,3,-1,4,-1,0,4,1,4,-1
COc1ccc(NC(=O)c2cc(S(=O)(=O)N3CCS(=O)(=O)CC3)ccc2Cl)cc1,-4,-2,2,6,-6,1,1,3,1
CCn1c(=O)c2cc(S(=O)(=O)NCCOc3ccccc3)ccc2n(CC)c1=O,10,0,7,-1,5,2,-1,7,1
CCOC(=O)C1CCN(C(=O)CCc2c(C)nc3c(-c4ccc(F)cc4)c(C)nn3c2C)CC1,-1,3,1,-2,0,7,1,1,2
Cc1ccc(C(=O)Nn2c(N)c(S(=O)(=O)c3ccc(C)cc3)c3nc4ccccc4nc32)cc1,-8,-1,-13,-8,-8,-1,-10,-13,-2
Cc1cc(/C=C2/SC(=O)N(CC(=O)N3CCOCC3)C2=O)c(C)n1-c1ccccc1F,1,5,-3,2,-5,4,2,0,1
Cc1nc2ccccc2nc1N1CCC(C)CC1,-5,0,-3,3,-6,5,1,3,2
CCc1c(C)nc(SCC(=O)Nc2ccc(Br)cc2)[nH]c1=O,0,1,-6,-4,4,0,1,-1,2
O=C(NCc1ccc(C(=O)O)cc1)OCc1ccccc1,-1,2,-4,-1,3,4,-2,3,-1
Cc1oc2c(CN3CCCCC3)c(O)ccc2c(=O)c1-c1ccc(Cl)cc1,-8,4,-14,-5,-1,0,-2,0,-1
COc1ccc(CCNC(=O)Cn2c(=O)oc3cc(Cl)ccc32)cc1OC,-7,-12,0,2,0,4,0,4,-9
COc1ccc(N2CCN(C(=O)c3ccc4c(=O)n(CC5CCCO5)c(=O)[nH]c4c3)CC2)cc1 (stereo not given),-2,2,6,10,3,1,1,10,1
Nc1nonc1-n1nnc(C(=O)N/N=C/c2cc(Br)ccc2O)c1CSC1=NCCS1,-48,8,-54,-12,-46,-8,-35,5,1
NC(=O)COC(=O)c1ccccc1OCc1ccc(Cl)cc1,1,0,10,-4,-4,2,2,3,1
CS(=O)(=O)N(CCc1ccccc1)CC(=O)N1CCCC1,1,5,2,8,7,6,0,8,-3
CCOc1ccccc1/C=C(/C#N)C(N)=O,0,6,2,-3,7,7,6,3,0
Cc1cc(Cl)c(S(=O)(=O)N2CC(C)OC(C)C2)cc1OCC(N)=O (stereo not given),-3,-1,-2,-1,-9,2,3,7,-6
O=C(CN1CCN(c2ccc(F)cc2)CC1)N1CCOCC1,-1,5,5,2,6,2,1,5,-2
CC(=O)C[C@H]1c2cc(C(F)(F)F)ccc2S(=O)(=O)N1C1CCCCC1,-2,1,1,-1,-2,5,-2,4,2
CC1CN(c2nc3ccccn3c(=O)c2/C=C(\C#N)C(=O)N2CCOCC2)CC(C)O1 (stereo not given),-4,0,1,-3,6,6,3,7,-1
Cc1cc(C)c(S(=O)(=O)N2CCCCC2C(=O)O)c(C)c1 (stereo not given),5,-2,-1,3,9,6,-3,2,4
O=C(CNS(=O)(=O)c1cccs1)N1CCc2ccccc2C1,2,2,-3,-1,1,3,-2,15,-1
Cc1ccc(N(C(=O)CNC(=O)c2ccco2)C(C(=O)NC2CCCCC2)c2cccnc2)c(C)c1 (stereo not given),3,1,-4,-11,1,0,-4,6,-1
Cc1ccc(Oc2cc(NC(=O)CCCn3nc(C)c([N+](=O)[O-])c3C)cc([N+](=O)[O-])c2)cc1,-10,3,-29,-26,-8,-6,-20,-7,-2
CC(On1nnc2ccccc21)C(=O)N1CCN(Cc2ccccc2)CC1 (stereo not given),6,5,7,-2,9,10,3,7,0

# One compound at a time, from the list above. Order of values: PME-1 primary, pPAFAH inh, LYPLA2 counter, PAFAH2 FP inh, GSTO1 counter, PAFAH1B2 FP inh, LYPLA1 inh, PAFAH1B3 FP inh, PAD4 FP inh
# `COc1ccc(N2CCN(C(=O)c3ccc4c(=O)n(CC5CCCO5)c(=O)[nH]c4c3)CC2)cc1` (stereo not given) in the list: -2, 2, 6, 10, 3, 1, 1, 10, 1
# `CCOC(=O)C1CCN(C(=O)CCc2c(C)nc3c(-c4ccc(F)cc4)c(C)nn3c2C)CC1` in the list: -1, 3, 1, -2, 0, 7, 1, 1, 2
# `Cc1nc2ccccc2nc1N1CCC(C)CC1` in the list: -5, 0, -3, 3, -6, 5, 1, 3, 2
# `CCCC(=O)NCCCCNC(=O)CCC` in the list: 6, 7, 4, 2, 3, 2, 6, 1, 4

# Further records:
SMILES,PME-1 primary,pPAFAH inh,LYPLA2 counter,PAFAH2 FP inh,GSTO1 counter,PAFAH1B2 FP inh,LYPLA1 inh,PAFAH1B3 FP inh,PAD4 FP inh
COc1ccc(N2CC(C(=O)N/N=C/c3ccc(C)cc3)CC2=O)cc1 (stereo not given),-4,8,4,-2,1,5,-3,-3,-5
CSc1ncccc1C(=O)OCC(=O)N1CCOCC1,-1,0,3,8,4,-2,-1,1,2
O=C(COc1ncnc2ccccc12)NCc1ccc2c(c1)OCO2,8,2,-3,2,-6,1,0,-1,6
CC1(NC(=O)Nc2cccc3ccccc23)CCS(=O)(=O)C1 (stereo not given),7,3,4,6,0,-3,-1,12,-8
S=C(NCCCN1CCOCC1)Nc1cccc(Cl)c1,1,8,3,-2,-2,0,-2,10,-8
COc1cc(CC(=O)NC(c2ccccc2)c2ccccc2)cc(OC)c1OC,3,-1,13,0,-1,-2,7,2,2
CCc1cccc(NC(=O)c2ccc(CNc3c(N4CCCC4)c(=O)c3=O)cc2)c1,-3,7,2,-2,0,6,0,7,-4
COc1ccc(OC)c(-c2nnc3n2N=C(c2ccc(OC)c(OC4CCCC4)c2)CS3)c1,.,14,.,1,.,4,.,11,7
CCOCCCNC(=O)Cn1nc(-c2ccccc2)ccc1=O,4,-3,-3,3,0,2,1,-3,-1
CCOc1ccccc1C(=O)NCC(=O)N(C)Cc1cccnc1,-3,3,0,12,4,-1,1,3,2
N#Cc1nc(N2CCCC2)nc(N2CCCC2)n1,-1,6,0,-2,-4,6,1,-2,13
COCCn1c(N)c(N(Cc2ccccc2)C(=O)CN2C(=O)NC(C)(c3ccccc3)C2=O)c(=O)[nH]c1=O (stereo not given),2,0,8,-5,4,5,4,8,1
CCOc1ccccc1N1CCN(CC(=O)NCCc2ccc(S(N)(=O)=O)cc2)CC1,-3,-1,-1,4,2,0,1,9,1
COc1ccc(C(=O)NNC(=O)CSc2nnc(C)n2CC2CCCO2)cc1 (stereo not given),1,-4,8,6,16,3,2,3,4
CCOc1ccc(NC(=O)C(C)Sc2nnnn2C)cc1 (stereo not given),0,3,4,7,4,-3,-2,4,-3
CCOC(=O)C1CCCN(CCC(=O)Nc2ccc(F)c(F)c2)C1 (stereo not given),-1,1,4,-1,0,-4,1,6,1
CCOc1ccc(CCNC(=O)C(CC)n2nc(C)n3c(cc4sccc43)c2=O)cc1OCC (stereo not given),-4,-5,-3,1,-5,1,0,2,0
CCN(CC)c1ccc(NC(=O)CSc2nnc3nc(C)cc(C)n23)cc1,-6,-2,2,0,8,5,-2,8,2
COc1ccc(C2(CNC(=O)c3ccc(N)cc3)CCCC2)cc1,-3,4,3,7,7,1,4,1,0
O=C1CC(C(=O)N2CCCc3ccccc32)CN1c1ccc(Cl)cc1 (stereo not given),5,-1,-6,-7,3,0,-5,0,-6
O=C(Nc1nnc(Cc2ccccc2)s1)C1CCN(C(=O)c2ccco2)CC1,-6,-4,0,-8,-12,0,-5,4,-1
COc1ccc(NC(=O)C2CCCN2C(=O)Nc2cccc(F)c2)cc1 (stereo not given),0,1,0,-6,4,-1,1,1,1
CC(C)c1nc(=S)n(-c2ccccc2)[nH]1,-4,-3,2,2,-7,-1,3,4,-2
CS(=O)(=O)NN1C(=O)c2ccccc2NC1c1ccccc1O (stereo not given),0,-2,-6,6,4,1,-3,4,2
CCOc1ccc(S(=O)(=O)N(CC(N)=O)c2ccc(C)cc2)cc1,7,1,-7,2,-6,3,0,5,-1
CC(C)(Oc1ccc(Cl)cc1)C(=O)Nc1ncccn1,-3,4,9,-1,5,1,7,2,-4
COc1ccc(/C=C2\CN(Cc3ccccc3)C/C(=C\c3ccc(OC)cc3OC)C2=O)c(OC)c1,-3,4,-8,2,-18,2,-3,-4,-8
